Screening data deposited in PubChem by several laboratories.
H9c2 protect: modulators protecting cardiomyocytes from myocardial damage. H9c2 cardiomyocytes, H2O2 injury protection, ATPLite, 2 h. protection from H2O2 cell death, % at 20 µM. 0.63% of 360,000 active;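 active = compounds giving at least 50% protection of heart cells from peroxide-induced death in the single-dose screen, raw or plate-pattern-corrected value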;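 note: 0% = DMSO wells with peroxide and 100% = DMSO wells without peroxide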
aDG glyco act: alpha-DG glycosylation activation; 0.22% of 360,000 active; activation, % at 10 µM; Pro5-aDG cells, alpha-DG glycosylation AlphaScreen (IIH6); 0% Pro5, 100% B10-LARGE cell signal; AID 624168;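 active = activation of at least 8% versus controls, or a plate z-score of at least 8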;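 note: Pro5 are CHO cells carrying HIG-tagged alpha-DG that lacks glycosylation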
Exocytosis inh: lytic granule exocytosis inhibition. TALL-104 LAMP-1 surface exposure, flow cytometry; cells stimulated with thapsigargin and PMA. inhibition, % at 10 µM. 0.66% of 360,000 active. AID 651702;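 active = inhibition above about 55%, limit read from the data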
Glyco luc inh: N-linked glycosylation inhibition | AID 588692 | D54 ERlucT glycosylation luciferase reporter, 24 h; percent of 100 nM tunicamycin response | 0.23% of 360,000 active | reporter increase, % at 12.5 µM;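 active = mean luciferase reporter signal, scaled so untreated is 0 and the glycosylation-blocking control 100, at or above a set limit in every replicate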;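 note: luciferase carries N-glycosylation sites so blocking glycosylation raises the light; 0% = median of neutral control wells and 100% = median of 100 nM tunicamycin wells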
ABHD5 PLIN5 PPI: blocks binding of human ABHD5 to perilipin-5; Q00G26+Q8WTS1; Split G. princeps luciferase complementation, luminescence, 4 h; inhibition, % at 4 µM; 0.78% of 360,000 active;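 active = inhibition above the mean inhibition across every tested compound plus 3 SD, cut at about 22% in these data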;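 note: 0% = DMSO only wells and the 100% control is not disclosed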
Target sequence (Q00G26 whole entry, looked up): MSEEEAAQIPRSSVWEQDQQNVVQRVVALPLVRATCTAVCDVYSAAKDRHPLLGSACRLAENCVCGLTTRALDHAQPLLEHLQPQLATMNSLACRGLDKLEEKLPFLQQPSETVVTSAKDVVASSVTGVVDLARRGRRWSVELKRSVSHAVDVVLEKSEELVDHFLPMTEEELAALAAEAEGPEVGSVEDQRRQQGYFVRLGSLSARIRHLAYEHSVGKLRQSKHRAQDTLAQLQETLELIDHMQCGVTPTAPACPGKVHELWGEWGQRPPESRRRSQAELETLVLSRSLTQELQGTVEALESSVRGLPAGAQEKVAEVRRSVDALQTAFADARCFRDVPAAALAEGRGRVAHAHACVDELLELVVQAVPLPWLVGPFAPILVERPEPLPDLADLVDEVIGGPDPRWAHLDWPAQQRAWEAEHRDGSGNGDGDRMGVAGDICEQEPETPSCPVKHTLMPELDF
Target sequence (Q8WTS1 whole entry, looked up): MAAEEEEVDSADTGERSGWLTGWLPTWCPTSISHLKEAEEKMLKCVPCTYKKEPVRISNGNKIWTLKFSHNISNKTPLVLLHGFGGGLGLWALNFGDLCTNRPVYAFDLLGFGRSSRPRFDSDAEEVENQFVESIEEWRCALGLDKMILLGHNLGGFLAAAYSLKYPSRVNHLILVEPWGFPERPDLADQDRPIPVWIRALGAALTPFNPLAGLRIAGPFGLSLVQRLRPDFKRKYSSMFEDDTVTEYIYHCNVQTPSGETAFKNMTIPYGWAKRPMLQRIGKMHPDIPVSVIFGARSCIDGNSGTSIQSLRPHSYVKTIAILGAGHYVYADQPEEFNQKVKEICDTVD
ABCB6 inh MLPCN: inhibitors of human ABC transporter ABCB6. K562-ABCB6 porphyrin accumulation, flow cytometry, 1 h; hits give low values. fluorescence ratio to DMSO, % at 10 µM. 0.19% of 360,000 active. Q9NP58;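 active = fluorescence ratio to DMSO below 75%, the collection mean minus 3 SD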;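 note: signal is porphyrin accumulated inside mitochondria; 100% equals median channel fluorescence of DMSO control wells; lower ratio means ABCB6 inhibition with less porphyrin fluorescence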
m5-HT2A agonist: activates the mouse 5-HT2A serotonin receptor; P35363; CHO-K1 mHTR2A beta-arrestin complementation, luminescence; percent of 30 µM serotonin response; activation, % at 7.6 µM; 0.66% of 360,000 active; AID 624169;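 active = activation above a run cutoff, the mean activation of all tested compounds plus 3 SD, cut at about 14% in these data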;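 note: 0% = plate median of compound wells and 100% = 30 µM serotonin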
iPSC survival up: hiPSC single-cell survival enhancement; ATPlite luminescence; 100% = ROCK inhibitor wells, 0% = DMSO; survival enhancement, % at 20 µM; 0.044% of 360,000 active; in the data active = survival enhancement above about 18%;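 note: cells exposed to compounds for 16 hours before the ATP read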
MC4R antag cAMP: blocks human MC4R cAMP signaling | 0.48% of 360,000 active | MC4R-expressing cells, MTII-stimulated cAMP, LANCE TR-FRET | P32245 | inhibition, % at 6.5 µM;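 active = inhibition above its plate's cutoff, the mean of tested wells on that plate plus 3 SD, cut at about 29% in these data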;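 note: 0% = Melanotan II alone and 100% = Melanotan II plus saturating MCL0020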
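Assay system: human MC4R-expressing U2OS cells; reagent: Melanotan II stimulation of cells; dosing: 6.5 µM single dose; timing: compound 30 min, challenge 1 h, detection 1 h; signal: TR-FRET cAMP assay; replicates: one well per compound, no replicates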
MC4R barr agon: activates human MC4R beta-arrestin recruitment; P32245; U2OS MC4R beta-arrestin complementation, luminescence; percent of melanotan II response, DMSO zero; activation, % at 8.9 µM; 0.98% of 360,000 active; AID 540308;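 active = activation above a per-plate cutoff, the mean activation of sample wells on that plate plus 3 SD, cut at about 8% in these data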
* marks the source's active call; other numbers are inactive results; · = no result given. An unsorted share of the library; about 4.5% have a hit in one of these screens.

smiles	H9c2 protect	aDG glyco act	Exocytosis inh	Glyco luc inh	ABHD5 PLIN5 PPI	ABCB6 inh MLPCN	m5-HT2A agonist	iPSC survival up	MC4R antag cAMP	MC4R barr agon
CC(C)[C@H](NC(=O)c1ccco1)C(=O)OCC(=O)Nc1ccc(Cl)c(S(=O)(=O)N(C)C)c1	5	0.7	3	-1	-6	98	13	-0.5	21	-1.4
CCC(C(=O)NC1CCCC1)N(C(=O)c1snc(C(N)=O)c1N)c1ccc(OC)c(OC)c1 (stereo not drawn)	12	-0.1	-1	-2	-3	97	0	-0.1	1	-1.2
Clc1ccc(NNc2ccnc3cc(Cl)ccc23)cc1	-6	2.6	-1	0	-2	100	2	0.1	6	-0.7
O=C(COc1ccc(S(=O)(=O)NC2CCCCC2)cc1Cl)NCC1CCCO1 (stereo not drawn)	-14	-0.1	0	-1	2	97	1	-4.2	6	2.8
COc1ccc(OCCC(=O)OCC(=O)NC(=O)NC2CCCCC2)cc1	-7	0.0	-6	1	-6	93	-4	0.0	1	-3.1
Cc1ccccc1OCC1CN(CN2CCOCC2)C(=O)O1 (stereo not drawn)	5	0.0	-3	1	-3	94	-1	0.0	1	-1.3
Cc1ccccc1S(=O)(=O)Cc1ccc(C(=O)N2CCN(c3ccc(F)cc3)CC2)o1	13	-0.5	-2	-3	9	100	-3	-1.7	11	-1.6
COc1ccc(NC(=O)CSc2nccc(C)n2)cc1	0	0.0	-2	2	-1	100	0	0.4	4	-2.2
Cc1ccc(-n2ncc3c2CC(C)(C)CC3NC(=O)CCN2CCCCC2=O)cc1 (stereo not drawn)	-3	0.3	3	0	-1	101	1	-0.6	6	-4.7
Cc1cc(C)cc(C(=O)N(CCc2ccccc2)C2=CC3CCC(C2)N3C)c1 (stereo not drawn)	4	0.3	2	1	-3	97	-10	0.7	-3	-1.2
CC(C)NC(=O)C1CCN(C2CCN(Cc3ccc4cccc(F)c4n3)CC2)CC1	10	-0.1	0	2	-3	95	0	0.4	-3	-0.6
CCSC1=N/C(=C/c2ccsc2)C(=O)N1c1ccccc1	-9	-0.2	0	-1	-4	91	-5	0.7	1	-0.3
CC1CCCCC1NC(=O)c1cccc(S(=O)(=O)N2CCN(Cc3ccccc3)CC2)c1 (stereo not drawn)	-16	0.7	-2	-2	-10	90	-9	-0.5	6	-1.9
CC(C)(C)OC(=O)N1Cc2ccccc2C[C@H]1C(=O)NCC(=O)NC1CCCC1	0	0.0	-3	0	-6	94	0	1.6	-7	0.4
Cc1cc(C)cc(NC(=S)NCc2ccc(S(N)(=O)=O)cc2)c1	-7	0.0	1	-1	-4	94	-2	-1.5	7	-2.4
O=C(Nc1ccncc1)c1ccc(NS(=O)(=O)c2ccc3[nH]c(=O)[nH]c3c2)cc1	5	-0.3	0	1	-2	100	9	1.8	5	-1.5
CN(C(=O)COC(=O)c1ccc2c(c1)OCCO2)C1CCCCC1	-3	0.2	-1	1	1	96	-3	-0.4	6	-1.3
Cc1noc(C)c1S(=O)(=O)Nc1ccccc1Oc1ccccc1	-1	0.0	-5	-2	5	103	1	-0.5	6	-0.9
CC(C)(C)OC(=O)NCc1ccc(NC(=O)c2nc[nH]c2C(=O)NCCN(CCNC(=O)c2[nH]cnc2C(=O)Nc2ccc(CNC(=O)OC(C)(C)C)cc2)CCNC(=O)c2[nH]cnc2C(=O)Nc2ccc(CNC(=O)OC(C)(C)C)cc2)cc1	0	0.1	-5	2	-2	92	9	-0.2	-2	-0.1
CC(C)C(=O)Nc1ccc(-c2nc3cccnc3o2)cc1	-24	-0.2	-2	-14	0	99	6	-3.1	7	-1.9
CCOc1ccccc1NC(=S)N1CCN(c2ccccc2)CC1	4	0.1	-2	-1	-6	99	8	0.2	5	-0.1
COc1ccc(C(=O)NCCNC(=O)c2cc(OCC(F)(F)F)ccc2OCC(F)(F)F)cc1	-7	0.4	-3	1	2	102	-1	-0.3	2	3.2
Cc1cc(C(=O)NCCN2CCCCC2C)n(-c2ccccc2)n1 (stereo not drawn)	-3	-0.3	-1	-1	-8	97	-4	0.7	21	0.1
Cc1nc2ncnn2c(C)c1CCC(=O)Nc1csc(N)n1	8	-0.1	1	0	-1	92	2	-1.0	3	-2.3
NC(=O)N1OCC2COc3ccc4ccccc4c3C21 (stereo not drawn)	-6	0.2	-1	1	-3	102	-5	0.4	-4	-1.0
CCOC(=O)c1[nH]c(C)c(/C(O)=C2\C(=O)C(=O)N(CCN3CCOCC3)C2c2cccs2)c1C (stereo not drawn)	14	-0.4	0	22	-2	91	-1	1.8	2	-1.4
O=C(/C=C/[C@H]1O[C@@H](n2ccc(=O)[nH]c2=O)[C@H](O)[C@@H]1O)NCCCc1ccccc1	-2	0.0	-3	1	0	97	1	-0.8	·	·
Cc1oc(-c2ccc(Cl)cc2)nc1CN1CCCC(C(=O)NCc2cccnc2)C1 (stereo not drawn)	-5	0.7	0	-2	4	93	1	-2.2	5	-1.1
Cc1ccc(NC(=O)N2CCCc3ccccc32)cc1	-2	-0.1	1	0	-1	78	-5	1.3	-2	-1.9
CCC1(c2ccccc2)NC(=O)N(CC(=O)NCCN2C(=O)S/C(=C\c3cccnc3)C2=O)C1=O (stereo not drawn)	7	-0.1	-9	-1	-1	98	3	0.2	-5	-4.1
S=c1nccc(-c2cccs2)[nH]1	-4	0.0	1	4	0	100	7	0.0	2	-2.7
CCn1cc(CNC(=O)C2CCC(=O)N(Cc3ccc(Cl)cc3)C2)cn1 (stereo not drawn)	1	-0.1	3	0	-1	107	-1	-0.4	0	-2.5
COC(=O)[C@@]12C[C@@H](CC(=O)NCc3ccc(C)o3)C(=O)N(Cc3ccccc3)C1=CCC(C)(C)C2	·	0.3	-2	·	1	·	-2	·	·	·
Fc1ccccc1CSc1ccc(-c2ccco2)nn1	-13	-0.1	-3	-6	2	97	-2	-0.4	2	1.1
N/C(=N\OC(=O)c1ccc(Br)cc1)c1ccncc1	-13	0.5	-4	0	2	106	0	-1.5	-3	2.8
O=C(N/N=C/c1cc(Br)cc(Cl)c1O)c1ccc2c(c1)OCO2	46	0.0	8	-3	2	98	-6	-0.5	1	-3.2
CCNC(=O)N1CCCC(C(=O)c2ccc(-c3ccccc3)cc2)C1 (stereo not drawn)	-3	-0.1	6	0	4	97	-10	1.4	1	-1.1
CC(C)Oc1cc(S(=O)(=O)N2CCCCC2)ccc1N	-4	-0.1	-3	-2	-2	92	2	-0.9	6	-3.1
CCN(CC(=O)Nc1c(F)cccc1F)C(=O)c1nc2nccc(C)n2n1	2	-0.1	2	4	-1	103	10	0.1	0	-1.2
C=C(C)Cn1c(SCC(=O)N/N=C/c2ccccc2)nc2ccccc2c1=O	-1	0.1	2	1	-2	103	0	-1.0	4	0.4

2 entries drawn at random from those above, as already listed:
smiles	H9c2 protect	aDG glyco act	Exocytosis inh	Glyco luc inh	ABHD5 PLIN5 PPI	ABCB6 inh MLPCN	m5-HT2A agonist	iPSC survival up	MC4R antag cAMP	MC4R barr agon
S=c1nccc(-c2cccs2)[nH]1	-4	0.0	1	4	0	100	7	0.0	2	-2.7
C=C(C)Cn1c(SCC(=O)N/N=C/c2ccccc2)nc2ccccc2c1=O	-1	0.1	2	1	-2	103	0	-1.0	4	0.4

Carrying on:
smiles	H9c2 protect	aDG glyco act	Exocytosis inh	Glyco luc inh	ABHD5 PLIN5 PPI	ABCB6 inh MLPCN	m5-HT2A agonist	iPSC survival up	MC4R antag cAMP	MC4R barr agon
COc1ccc(OC)c(S(=O)(=O)NCc2ccc(N3CCN(C)CC3)cc2)c1	2	-0.1	-4	3	2	102	-4	-0.5	2	-5.0
CSCCC(NC(=O)C1CCC(C)CC1)C(=O)NCc1ccco1 (stereo not drawn)	5	0.0	-7	2	11	98	0	5.3	-10	0.4
Cc1ccc(NC(=O)CSc2nnc(Cn3cnc4ccccc43)o2)c(C)c1	1	0.0	-1	2	4	91	0	-0.9	3	-1.2
Cc1cc(C(=O)NNC(=O)Nc2ccc(Cl)cc2)no1	0	0.0	10	0	0	92	9	1.2	-1	1.8
CCCn1nnc(NC(=O)c2cccc(OCC)c2)n1	2	0.0	-6	-1	-3	102	1	-0.9	10	-3.3
C=CCC[C@H](Cc1ccc(F)cc1)C(=O)OC[C@H](C)NC(=O)[C@@H](CC=C)CC(=O)N[C@H](CO)Cc1ccccc1	-1	0.6	3	3	7	95	2	-0.3	5	2.3
Cc1sc2c(c1C)c(=O)n(-c1ccccc1)c(=O)n2CC(=O)NCC1CCCO1 (stereo not drawn)	-4	-0.1	-10	0	-3	99	2	0.1	-2	-0.6
CC(NC(=O)c1cccc(N2CCCC2=O)c1)c1ccc2c(c1)OCCO2 (stereo not drawn)	2	-0.1	2	0	-9	94	7	9.6	4	1.0
COc1cccc(NC(=O)CCCn2c(=S)[nH]c3ccccc3c2=O)c1	6	0.1	-2	-2	5	98	2	3.9	16	-2.8
CCS(=O)(=O)N1CCC(C(=O)Oc2ccccc2Cl)CC1	1	0.1	-8	2	7	97	-4	1.0	7	0.3
CN(C)c1ccc(/C=C2\C(=N)N3N=C(CC(=O)N4CCCCC4)SC3=NC2=O)cc1	-7	-0.2	-1	0	0	122	-4	0.2	3	-3.6
C/C(=N\N=C(N)N)c1ccc(Cl)cc1Cl	-14	5.8	3	-1	6	94	-6	-0.5	-4	0.0
COc1cc(/C=C/C(=O)c2ccc([N+](=O)[O-])o2)ccc1O	-10	-0.1	-6	-15	27*	203	10	4.4	0	-1.2
